NPY1 pot ag: human NPY-Y1 potentiation or agonism, primary screen; AID 1304; activation, % at 3.6 µM; P25929; 220,000 compounds, 0.37% hits; NPY-Y1 expressing cells, potentiator/agonist activation; in the data active = activation above about 33%, passing the limit was not always enough;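 also: cells stimulated with NPY at EC10 then isoproterenol at EC100; 0% = low agonist plus stimulus and 100% = saturating agonist plus stimulus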
Runt-CBFb FRET: Runt domain-CBFb interaction inhibition; Cerulean-Runt/Venus-CBFb FRET ratio 530/480, 1 h; inhibition, % at 20 µM; 220,000 compounds, 0.46% hits;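 active = inhibition over about 50% at 20 µM in the single-dose screen, limit read from the data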;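 also: 0% = DMSO wells and 100% = excess unlabeled CBFb competitor control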
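test system = Cerulean-tagged RUNX1 Runt domain (FRET donor) fusion protein | reagent = Venus-CBFb binding partner, 100 nM | incubation = protein complex preformed 1 h, compound exposure 1 h, room temperature, dark | detection = FRET fluorescence | read-out basis = loss of energy transfer signal | controls = 5 µM unlabeled CBFb as full-inhibition high control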
p97 inhibitor: human p97 ATPase inhibition; P55072; AID 1481; inhibition, % at 8 µM; recombinant p97 ATPase, Kinase-Glo ATP luminescence, 3 h; 220,000 compounds, 0.42% hits; in the data active = inhibition above about 15%;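 also: 0% = DMSO vehicle and 100% = wells lacking enzyme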
NPY-Y2 PAM-ag: potentiators or agonists of human neuropeptide Y receptor Y2; 220,000 compounds, 0.45% hits; cells expressing NPY-Y2, potentiator/agonist read-out; P49146; activation, % at 3.6 µM; AID 1359; in the data active = activation above about 27%;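 also: cells stimulated with NPY near EC25 plus isoproterenol at EC100; 0% = vehicle plus submaximal agonist and 100% = vehicle plus saturating agonist; some results beyond the cut were filed as inactive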
NPY-Y1 antag: antagonists of human neuropeptide Y receptor Y1 | inhibition, % at 3.6 µM | AID 1040 | P25929 | HEK293-CNG Y1 cells, membrane potential fluorescence; NPY at EC95, then isoproterenol | 200,000 compounds, 1% hits;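 active = inhibition above the campaign mean inhibition of all tested compounds plus 3 SD, cut at about 20% in these data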;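 also: 0% = DMSO wells given NPY plus isoproterenol and 100% = isoproterenol alone without NPY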
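Test system: HEK293 cells co-expressing NPY Y1 receptor and cyclic-nucleotide gated channel; Also added: NPY (25 nM), isoproterenol (1 µM), Ro 20-1724 (25 µM); Compound dosing: one concentration, 3.6 µM, in 0.4% DMSO; Timing: dye 3 h, compound 60 min room temperature, stimulation 45 min; Technique: Membrane-potential fluorescent dye readout.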
MDM2 E3 inh: inhibitors of human Mdm2 E3 ubiquitin ligase. Q00987. cell-based MDM2 ubiquitination luciferase reporter, 2 h; 0 = plate control, 100 = twice control, blank-subtracted. signal enhancement, % at 5 µM. 210,000 compounds, 0.11% hits. AID 1230;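 active = signal enhancement of 30% or more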;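 also: luminescence tracks abundance of the self-degrading MDM2-luciferase fusion protein; higher signal means inhibition of MDM2 E3 ligase activity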
Target sequence (Q00987 whole entry, looked up, the tested form may be a part): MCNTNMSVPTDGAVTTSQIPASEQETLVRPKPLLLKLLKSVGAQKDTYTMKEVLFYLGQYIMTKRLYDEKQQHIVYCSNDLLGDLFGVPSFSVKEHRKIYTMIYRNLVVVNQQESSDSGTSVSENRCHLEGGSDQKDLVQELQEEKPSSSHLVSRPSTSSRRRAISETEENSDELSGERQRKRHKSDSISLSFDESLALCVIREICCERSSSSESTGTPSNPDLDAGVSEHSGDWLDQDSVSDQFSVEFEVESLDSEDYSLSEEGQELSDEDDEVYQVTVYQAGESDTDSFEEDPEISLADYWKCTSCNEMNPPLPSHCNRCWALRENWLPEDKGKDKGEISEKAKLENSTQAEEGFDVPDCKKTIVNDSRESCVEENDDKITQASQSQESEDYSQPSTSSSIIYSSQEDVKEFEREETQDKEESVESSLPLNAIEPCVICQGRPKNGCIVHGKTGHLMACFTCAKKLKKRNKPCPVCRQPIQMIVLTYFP
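Material: Stable MDM2–luciferase fusion reporter cells | Amount: 2000 cells seeded into each well | Dosing: One concentration, 5 µM, with 0.2% DMSO | Incubation: 4 h cell settling then 2 h compound exposure, 37 °C | Measured by: Luciferase luminescence | Read-out basis: % enhancement relative to plate controls after blank subtraction | Benchmarks: Control and blank well means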
RBBP9 inh: blocks human serine hydrolase RBBP9; recombinant RBBP9, FP-Rh probe fluorescence polarization; O75884; inhibition, % at 7.94 µM; 220,000 compounds, 0.2% hits;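 active = inhibition above the campaign mean of all tested compounds plus 3 SD, cut at about 14% in these data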;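 also: plate controls were DMSO wells with RBBP9 for no effect and wells lacking RBBP9 protein for full effect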
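system = RBBP9 protein | input = RBBP9 at 2.5 µM in dispensed solution, before mixing | measured by = fluorescence polarization (mP), excitation 525 nm, emission 598 nm | incubation = enzyme-compound preincubation 30 min, then probe labeling 45 min, 25 °C | buffer or medium = Tris-NaCl-Pluronic buffer, pH 8.0 | compound = single dose 7.94 µM | also added = FP-Rh probe, 375 nM dispensing solution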
Hck Nef HTS: inhibitors of human Hck kinase activated by Nef; 220,000 compounds, 0.68% hits; Recombinant Hck-YEEI plus Nef, Z-Lyte FRET kinase assay; inhibition, % at 20 µM;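 active = Hck-Nef kinase inhibition above about 50%, limit read from the data; inactive = inhibition below that limit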;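 also: 0% = DMSO with Hck plus Nef and 100% = Hck alone without Nef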
Target sequence (P08631 whole entry, looked up): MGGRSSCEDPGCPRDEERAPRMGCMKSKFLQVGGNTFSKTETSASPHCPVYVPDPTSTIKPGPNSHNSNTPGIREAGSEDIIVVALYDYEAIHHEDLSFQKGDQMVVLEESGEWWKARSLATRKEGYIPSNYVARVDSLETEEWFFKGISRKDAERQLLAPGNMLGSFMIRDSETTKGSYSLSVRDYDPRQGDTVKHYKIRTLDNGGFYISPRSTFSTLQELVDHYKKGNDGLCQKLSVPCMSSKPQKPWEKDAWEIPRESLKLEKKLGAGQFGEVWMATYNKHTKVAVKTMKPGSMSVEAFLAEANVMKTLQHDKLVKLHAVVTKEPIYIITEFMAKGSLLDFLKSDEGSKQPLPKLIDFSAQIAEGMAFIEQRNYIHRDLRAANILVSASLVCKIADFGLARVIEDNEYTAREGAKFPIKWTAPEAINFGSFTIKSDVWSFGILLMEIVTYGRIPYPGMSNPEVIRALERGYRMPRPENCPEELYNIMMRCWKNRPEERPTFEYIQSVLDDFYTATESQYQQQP
Runt-SMMHC FRET: inhibitors of human RUNX1 Runt domain binding to CBFb-SMMHC; Cerulean-Runt/Venus-CBFb-SMMHC FRET ratio 530/480, 1 h; inhibition, % at 20 µM; 220,000 compounds, 0.74% hits;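 active = mean inhibition across duplicate retests at 20 µM reaching about 50%, limit read from the data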;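 also: 0% = DMSO wells and 100% = wells with excess untagged CBFb-SMMHC; inhibitors lower the FRET ratio by blocking Runt binding to CBFb-SMMHC; some results filed as inactive read as strong as hits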
* = called active by the depositor; . = not tested or not shown.

Below each SMILES: Runt-SMMHC FRET | RBBP9 inh | NPY-Y1 antag | MDM2 E3 inh | Runt-CBFb FRET | p97 inhibitor | NPY1 pot ag | NPY-Y2 PAM-ag | Hck Nef HTS
1) COc1ccc(-c2cn[nH]c2-c2ccc(OCc3ccccc3)cc2O)cc1
 : 1.7 | -8.7 | . | -11.7 | 2.8 | -3.1 | 9.1 | 9.4 | -7.7
2) CCOc1ccccc1N1CC(C(=O)Nc2c(C)n(C)n(-c3ccccc3)c2=O)CC1=O (stereo unspecified)
 : -0.3 | 2.4 | 1.3 | -0.4 | 2.0 | 5.4 | -0.7 | 1.2 | 21.8
3) CCCc1cc(=O)oc2c(CN3CCCC3)c(O)ccc12
 : 122.1* | -4.2 | 1.7 | 9.1 | 54.3* | -0.1 | -16.8 | -14.7 | 93.3*
4) O=C(CSCc1cnn(-c2ccccc2)c1-n1cccc1)NCc1cccnc1
 : 0.9 | -2.1 | 1.0 | -3.8 | 2.7 | 0.4 | -6.6 | -10.9 | 23.4
5) O=C(/C=C/c1ccco1)NCC(=O)N/N=C/c1ccc(Cl)cc1
 : -3.2 | -1.5 | -1.0 | -5.7 | -1.1 | 5.1 | 20.6 | -7.5 | 18.8
6) Cc1cc(/C=C2\SC(=S)NC2=O)c(C)n1C1CC1
 : -50.3 | 13.6 | -3.5 | 0.5 | 9.7 | 10.3 | 7.2 | 7.6 | 4.4
7) Cc1oc(-c2ccccc2F)nc1CS(=O)(=O)CC(=O)N1CCc2ccccc21
 : 1.0 | -9.1 | -3.5 | -9.1 | -0.9 | -3.2 | 4.8 | -13.1 | -8.3
8) Cn1c(-c2ccc([N+](=O)[O-])cc2)nc2ccccc21
 : 1.3 | -3.3 | 0.7 | -2.1 | 1.1 | 0.1 | -2.8 | -7.7 | -16.9
9) C=CCn1c(SCC(=O)N2CCc3ccccc3C2)nc2ccccc2c1=O
 : -6.4 | -2.0 | 1.0 | 1.4 | -2.5 | -7.7 | 1.1 | -16.9 | 0.3
10) Cc1oc(C)c(C(=O)O)c1C(=O)O
 : -5.1 | -1.7 | . | -7.5 | -0.1 | 12.9 | 4.9 | -21.3 | 3.2
11) COc1cc(-c2nc3ccccn3c2/N=C/c2cc(OC)c(OC)c(OC)c2)ccc1O
 : . | -6.6 | -1.6 | . | . | -2.5 | -5.2 | -2.3 | 12.1
12) CC(=O)c1cccc(Nc2nc(=O)c3cccnc3s2)c1
 : 3.2 | 0.2 | 1.6 | -7.8 | 2.5 | -1.5 | -2.7 | -12.2 | -1.7
13) CCC(=O)N1CCc2cc(Br)cc(S(=O)(=O)N(C)c3ccc(OC)cc3OC)c21
 : -0.7 | -7.3 | 17.2 | -5.5 | -3.8 | -1.6 | -12.5 | -10.8 | -13.1
14) CC(=O)Nc1ccc(NC(=O)CSc2nc3nc(-c4cccs4)cc(C(F)(F)F)c3c(=O)[nH]2)cc1
 : -1.2 | 4.8 | . | . | 4.9 | 2.8 | -5.5 | -1.5 | 27.3
15) Cc1cc(C(F)F)n2nc(C(=O)Nc3ccccc3Br)nc2n1
 : 3.4 | 2.1 | -5.2 | -10.9 | -0.1 | 6.6 | -10.5 | 13.6 | 0.0
16) CCOC(=O)c1ccc(-n2c(C)nc3c(cnn3-c3ccccc3Cl)c2=O)cc1
 : 4.6 | 2.3 | 9.2 | -15.9 | 3.0 | -6.0 | -7.8 | 10.8 | -0.4
17) Oc1ccccc1N1CCN(c2ncnc3sc(-c4ccccc4)cc23)CC1
 : -2.8 | -8.2 | . | -14.5 | 4.3 | -8.7 | -10.0 | -14.0 | 36.1
18) COc1ccc(C(C#N)=C2C=CC(=NO)C=C2)cc1
 : 41.4 | -14.3 | . | -12.7 | 43.1 | 4.7 | -11.9 | -9.9 | 0.8
19) COc1cccc(-c2csc(N3CCN(C(=O)Nc4ccccc4OC)CC3)n2)c1
 : 9.2 | -0.3 | 13.0 | -1.9 | 0.2 | 2.8 | -39.0 | -13.9 | -24.1
20) COc1cccc(-c2cc(C(=O)Nn3cnnc3)c3ccccc3n2)c1
 : 1.1 | -4.2 | -1.2 | -17.3 | -0.5 | -5.0 | -18.9 | -2.9 | 3.1
21) Cc1ccc(Cn2ccc(NC(=O)c3cc(C(C)C)on3)n2)cc1
 : -1.2 | -4.6 | -1.7 | -9.7 | -0.5 | -2.3 | 15.8 | -15.6 | 17.5
22) CCn1cc(C(=O)NCc2ccccc2)c(=O)c2cc(F)c(N3CCN(C(=O)c4ccco4)CC3)cc21
 : -2.4 | -4.5 | -3.5 | -7.3 | -24.1 | -8.1 | -33.7 | -22.9 | 0.6
23) O=C(c1ccco1)N1CCN(c2ccc(S(=O)(=O)N3CCCC3)cc2)CC1
 : 0.6 | -8.7 | 3.3 | 1.0 | -0.3 | 3.8 | 4.1 | -9.6 | 3.1
24) O=C1Nc2ccc(S(=O)(=O)NCCC3=CCCCC3)c3cccc1c23
 : 7.7 | -4.2 | 0.5 | -18.5 | 2.1 | -0.8 | 5.3 | 0.8 | 0.9
25) COCCCNc1oc(-c2ccccc2F)nc1C#N
 : -1.0 | -12.7 | -3.0 | -6.1 | -0.7 | 1.1 | -23.0 | -16.5 | 1.0
26) CS(=O)(=O)N(Cc1ccccc1)c1ccc(C(=O)NCc2ccccc2)cc1
 : 2.3 | -11.3 | -2.4 | -13.5 | -1.6 | -6.9 | -5.2 | -21.6 | -2.4
27) O=C(NCc1ccccn1)c1nc(-c2ccc(C(F)(F)F)cc2)no1
 : -1.2 | -0.1 | 11.3 | 5.4 | -5.6 | 5.5 | -10.0 | 5.2 | 11.0
28) O=C(CC12CC3CC(CC(C3)C1)C2)NC(=S)N1CCCCC1
 : 1.2 | -3.3 | -1.1 | -9.3 | 3.1 | -6.3 | -1.3 | 3.8 | -0.6
29) Cc1cc(NCc2ccco2)n2ncnc2n1
 : -3.2 | -4.5 | 0.7 | -7.6 | 0.4 | 6.5 | -7.8 | 6.5 | 0.8
30) CCCCCCNC(=O)C(C#N)c1nc2ccccc2nc1N1CCCC1 (stereo unspecified)
 : -100.5 | -14.9 | 1.4 | -15.3 | -5.3 | -8.4 | -35.5 | -2.5 | -1.1
31) COc1cc(OC)cc(C(=O)N[C@H](C(=O)NCc2ccco2)C(C)C)c1
 : 0.4 | 1.7 | -0.7 | 4.0 | -0.5 | 3.5 | 3.8 | -1.9 | -1.1
32) O=C(O)c1ccc2c(c1)C(=O)N(Cc1ccccc1)C2=O
 : -0.7 | -1.3 | 0.5 | -12.4 | 1.1 | 6.6 | -7.0 | 11.6 | -0.9
33) CCc1ccc(OCc2nnc(SCC(=O)N3CCN(c4ccccc4)CC3)o2)cc1
 : 1.5 | -5.5 | 5.0 | -1.7 | -4.9 | -9.6 | -37.9 | 0.7 | 5.7
34) CCOc1ccc(Nc2nc(N)nc(CCl)n2)cc1
 : -7.8 | 3.3 | . | -21.7 | 2.0 | 10.3 | 24.4 | -2.7 | -0.3
35) COc1ccccc1OCC(=O)Nc1cccc(N(C)S(C)(=O)=O)c1
 : 0.7 | 1.9 | 1.0 | -6.3 | -0.7 | 4.9 | 13.0 | 9.8 | 7.2
36) CC(Nc1nc(N2CCCC2)nc2ccccc12)c1ccccc1 (stereo unspecified)
 : 0.4 | 1.3 | 32.6* | -16.3 | -1.9 | -0.2 | -56.8 | -9.9 | 6.3
37) COc1cc(C(=O)NCCNC(=O)C2CCCNC2=O)cc(OC)c1OC (stereo unspecified)
 : 0.5 | -5.6 | . | 3.8 | 0.2 | -0.6 | -2.8 | 6.5 | -9.6
38) CC(=O)N1N=C(c2ccncc2)OC12CCCC2
 : 0.7 | -2.2 | 7.8 | -5.3 | 1.0 | -0.6 | -8.7 | 1.8 | -14.8
39) O=C(CC(=O)N/N=C/c1ccc(O)cc1)N/N=C/c1ccc(O)cc1
 : 0.3 | -8.6 | . | -2.9 | 2.7 | 5.8 | -10.5 | 8.6 | 29.4
40) CN(Cc1ccc(F)cc1)C(=O)c1cc(COc2ccc(F)cc2F)on1
 : 1.7 | -4.7 | -1.8 | -5.7 | -2.6 | 0.7 | -0.1 | -8.5 | 9.0
41) CCCCCOc1ccc(Cl)cc1CN1CCOCC1
 : -3.9 | -8.3 | 12.7 | -1.9 | -1.5 | -3.9 | 2.0 | -12.8 | 32.4
42) COc1ccccc1N1CCN(C(=O)c2cc3c(-c4ccc(Cl)cc4)nn(C)c3s2)CC1
 : -3.8 | 0.0 | 1.1 | -10.4 | -13.4 | 6.7 | 11.1 | 4.4 | 6.5
43) c1c2c(cc3sc(N4CCCCC4)nc13)OCO2
 : 1.3 | -3.9 | 0.6 | -61.2 | 1.3 | -13.9 | 2.4 | -7.2 | 1.0
44) O=C(Nc1ccccc1N1CCCC1)c1ccco1
 : -1.9 | -5.8 | 3.0 | -12.1 | -1.4 | -8.7 | -11.7 | -0.6 | -1.2
45) Cc1cc(C)cc(OCC(=O)N/N=C/c2ccco2)c1
 : 1.6 | -6.2 | 3.5 | 3.7 | -1.2 | -2.3 | 5.9 | -1.5 | 19.8
46) CCN(CC(=O)NCCc1ccccc1)S(=O)(=O)c1ccc(C)cc1
 : 2.4 | -9.1 | -1.0 | -2.0 | -1.6 | -2.1 | -12.3 | 4.8 | 0.2
47) CC(C)(C)OC(=O)NCCc1nnc(SCc2ccccc2Cl)o1
 : -1.3 | -4.9 | 8.9 | -10.8 | -3.4 | -7.4 | -1.9 | -14.6 | -0.1
48) CCC1CCCCN1C(=O)c1c[nH]c2ccc(S(=O)(=O)N(C)c3ccc(Cl)cc3)cc2c1=O (stereo unspecified)
 : -3.7 | -2.5 | 15.1 | -4.5 | -1.0 | -1.0 | 12.2 | 3.6 | -0.5
49) N#Cc1ccc(-c2cccnc2)nc1SCC(=O)Nc1sc2c(c1C#N)CCC2
 : -12.8 | 2.4 | 6.0 | 17.0 | -11.1 | -0.5 | -10.2 | -13.2 | 4.6
50) CC1CC(C)CN(S(=O)(=O)c2cccc(C(=O)OCCN3CCCC3=O)c2)C1 (stereo unspecified)
 : -0.1 | 3.1 | -3.3 | -7.0 | 1.2 | -2.7 | -9.7 | 2.6 | 1.4
51) Cc1ccc(/C=c2\sc3n(c2=O)CN(c2ccc(Br)cc2)CN=3)o1
 : -5.1 | 11.0 | 1.3 | -2.4 | 10.9 | 0.4 | 0.6 | 9.1 | 0.3
